TNAP inh hi DEA: inhibitors of human TNAP at high phosphate acceptor concentration; purified TNAP, CDP-star luminescence, 1 M DEA; inhibition, % at 20 µM; 200,000 tested, 0.03% active; AID 1135;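 active = over 50% inhibition of tissue-nonspecific alkaline phosphatase at 20 µM in the single-dose screen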;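 note: plate controls were DMSO wells for no effect and EDTA-quenched wells as full inhibition for full effect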
Target sequence (P05186 whole entry, looked up): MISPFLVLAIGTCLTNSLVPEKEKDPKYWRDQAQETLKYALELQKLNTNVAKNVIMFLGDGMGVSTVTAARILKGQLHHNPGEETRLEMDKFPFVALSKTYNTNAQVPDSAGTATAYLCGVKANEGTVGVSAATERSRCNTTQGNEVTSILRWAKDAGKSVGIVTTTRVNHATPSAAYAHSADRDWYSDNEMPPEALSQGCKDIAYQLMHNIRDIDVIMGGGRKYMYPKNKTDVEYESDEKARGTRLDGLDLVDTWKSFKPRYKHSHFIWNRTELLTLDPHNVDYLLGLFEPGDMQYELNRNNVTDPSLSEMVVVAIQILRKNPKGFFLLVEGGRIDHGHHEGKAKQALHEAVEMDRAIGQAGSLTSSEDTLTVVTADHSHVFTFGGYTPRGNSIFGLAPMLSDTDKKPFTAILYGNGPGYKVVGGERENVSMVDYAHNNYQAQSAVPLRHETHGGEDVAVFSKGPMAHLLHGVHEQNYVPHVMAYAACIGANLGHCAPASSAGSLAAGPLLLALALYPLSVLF
bIAP activator: intestinal alkaline phosphatase (bovine) activation; activation factor at 20 µM; 200,000 tested, 0.17% active; purified bovine IAP, CDP-star luminescence, 30 min; hits give high values; fold of DMSO-control signal, blank-subtracted;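 active = activation factor of 2 or more at 20 µM, a signal rise over negative controls twice the positive control's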
Lmaj promast: inhibitors of Leishmania major promastigote growth | Leishmania major promastigotes, resazurin fluorescence viability | inhibition, % at 10 µM | 200,000 tested, 9% active; in the data active = inhibition above about 50%;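 note: promastigotes grown with compound for 44 hours at 28 °C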
PMI act: phosphomannose isomerase (human) activation. P34949. AID 1214. purified human PMI, coupled resazurin fluorescence, 20 min; hits give high values; 1 = vehicle control, 0 substrate-free wells. 190,000 tested, 0.005% active. activation factor at 20 µM;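 active = activation factor of 2 or more at 20 µM, relative to plate controls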
Target sequence (P34949 whole entry, looked up): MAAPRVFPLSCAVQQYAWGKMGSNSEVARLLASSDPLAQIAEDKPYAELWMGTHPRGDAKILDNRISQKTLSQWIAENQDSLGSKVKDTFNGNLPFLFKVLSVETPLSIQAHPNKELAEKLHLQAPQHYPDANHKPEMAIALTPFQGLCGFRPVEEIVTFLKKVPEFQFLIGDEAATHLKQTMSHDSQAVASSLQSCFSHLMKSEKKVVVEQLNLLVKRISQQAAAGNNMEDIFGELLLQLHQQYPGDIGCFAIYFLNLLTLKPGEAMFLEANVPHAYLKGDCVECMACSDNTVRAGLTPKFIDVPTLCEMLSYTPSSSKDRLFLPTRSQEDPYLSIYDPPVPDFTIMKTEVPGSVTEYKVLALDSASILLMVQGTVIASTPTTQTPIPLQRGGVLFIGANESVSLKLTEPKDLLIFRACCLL
TNAP inh noacc: TNAP (human) inhibition, acceptor-free conditions; inhibition, % at 20 µM; AID 1012; 200,000 tested, 0.26% active; purified TNAP, CDP-star luminescence, 30 min;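 active = tissue-nonspecific alkaline phosphatase inhibition above about 50% at 20 µM in the single-dose screen, limit read from the data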;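 note: 0% = DMSO negative control and 100% = EDTA positive control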
Diaphorase inh: diaphorase inhibition or chemical oxidation counter-screen; AID 1217; inhibition, % at 20 µM; diaphorase resazurin-to-resorufin fluorescence, NADH, 16 min; bacterial (C. kluyveri) enzyme, not human; 190,000 tested, 0.69% active;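 active = primary screen inhibition at 20 µM above a set limit, cut at about 50% in these data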;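 note: plate controls were DMSO with full reaction for no effect and wells lacking NADH for full effect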
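Test system: diaphorase enzyme from Clostridium kluyveri; amount: diaphorase at 0.14 U/mL in enzyme working solution; detection: fluorescence of resorufin formed from resazurin, Ex 544/Em 590 nm; times: reaction incubation of 16 min at room temperature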
PMI act satM6P: activators of human phosphomannose isomerase at near-saturating mannose 6-phosphate | P34949 | activation factor at 20 µM | coupled PMI enzyme assay, resazurin fluorescence, 20 min; hits give high values; 1 = untreated enzyme, 0 = substrate-free blank | 190,000 tested, 0.34% active;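 active = activation factor of 2 or more at 20 µM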
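Material: human phosphomannose isomerase with PGI, G6PDH, diaphorase coupling enzymes; amount: PMI at 15 ng/mL final; also added: Mannose-6-phosphate 1.0 mM (near-saturating) plus 0.22 mM NADP+; incubation: enzyme reaction with compound 20 min at room temperature; signal: resorufin fluorescence (Ex 544/Em 590 nm) from resazurin via diaphorase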
Diaph act CS: activates diaphorase or chemically reduces, flagging diaphorase assay artifacts | 190,000 tested, 0.005% active | Diaphorase/resazurin coupled assay, resorufin fluorescence, 16 min; hits give high values; 1 = vehicle wells, 0 = NADH-free wells | activation factor at 20 µM;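 active = diaphorase activity raised at least twofold by the compound at 20 µM; inactive = activation factor below 2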
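Test system: Clostridium kluyveri diaphorase, purified enzyme; input: enzyme 0.07 U/mL final; buffer or medium: 50 mM HEPES pH 7.4 with 4.542 mM MgCl2, 0.005% Tween 20; also added: 0.114 mM NADH and 0.1 mM resazurin, final amounts; schedule: 16 min enzyme reaction, ambient temperature; technique: fluorescence of resorufin, 544 nm excitation, 590 nm emission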
TNAP act hi DEA: TNAP (human) activation, high acceptor; purified TNAP, CDP-star luminescence, 1 M DEA, 30 min; hits give high values; 0 = EDTA background, 1 = DMSO-only activity; activation factor at 20 µM; 200,000 tested, under 10 active;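 active = activation factor at least 2 at 20 µM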
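Test system – human TNAP · Doses – 20 µM single point · Incubation – 30 min, room temperature · Signal – luminescent substrate turnover signal · Read-out basis – activation factor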
bIAP inhibitor: intestinal alkaline phosphatase (bovine) inhibition. AID 1019. 190,000 tested, under 10 active. inhibition, % at 20 µM. purified bovine IAP, CDP-star luminescence, 30 min;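 active = over 50% inhibition of intestinal alkaline phosphatase at 20 µM in the single-dose screen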
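test system = bovine IAP enzyme | medium = DEA buffer 100 mM, pH 9.8, with MgCl2 1.0 mM, ZnCl2 0.02 mM | detection = luminescence | dosing = single compound dose of 20 µM, 2% DMSO final | incubation = 30 min reaction at room temperature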
* hit, by the source's call; . = not tested or not shown.

Results follow in this order: TNAP inh hi DEA	bIAP activator	Lmaj promast	PMI act	TNAP inh noacc	Diaphorase inh	PMI act satM6P	Diaph act CS	TNAP act hi DEA	bIAP inhibitor
Cc1nc2ccc(S(=O)(=O)NC(C(=O)Nc3nccs3)C(C)C)cc2s1 (stereo unspecified)
 : -5	1.2	-7	1	-4	3	1	1	1	-19
COC(=O)c1sccc1NC(=S)N1C(C)CCCC1C (stereo unspecified)
 : -5	0.9	30	1.1	-10	1	1.1	1	1.1	10
Cc1cccc(C)c1Nc1nnc(SCc2cn3cccc(C)c3n2)s1
 : 4	1	0	0.9	-21	47	0.9	0.5	1	2
COc1ccccc1Oc1ccc2c(c1)C(=O)N(c1ccc(Br)c3cccnc13)C2=O
 : -6	1	-1	0.9	-11	21	0.9	0.8	1.1	-4
O=C(NC1CCCC1)C1CCN(C(=O)c2ccc(-c3ccccc3)cc2)CC1
 : -12	1.2	-6	1.1	-15	-18	1	1.2	1.1	-20
COc1ccc(NC(=O)NCCCN2CCN(c3cc(C)ccc3C)CC2)cc1
 : -6	1.4	3	0.9	-17	8	0.9	0.9	1.1	-44
CCOC(=O)c1cc2sc(C)cc2n1CCCN1C(=O)c2ccccc2C1=O
 : 3	1	4	0.9	2	11	0.9	0.9	1	1
CCCc1ccc(-c2ccc(F)c(N)c2)nc1
 : -2	1	12	1	12	3	1	1	1	5
COc1ccc(-c2nnc(SC(C)C(=O)Nc3c(C)n(C)n(-c4ccccc4)c3=O)o2)cc1 (stereo unspecified)
 : -1	1.1	-5	0.9	-10	16	0.9	0.8	1	-6
CC(=O)N1N=C(c2ccncc2)OC12CCCCCC2
 : 5	1	-3	1	-1	11	1	0.9	1	4
COc1ccc2nc(NC3=NC(c4ccccc4)CC(=O)N3)nc(C)c2c1 (stereo unspecified)
 : -2	0.3	94*	0.8	-54	16	1	0.8	1	.
O=C(NCC1CCCO1)c1cc(-c2ccc(Cl)cc2Cl)on1 (stereo unspecified)
 : -7	0.9	3	1.1	4	-5	0.9	1.1	1.1	8
Cc1ccc(C)c(NC(=S)Nc2ncccc2C)c1
 : -4	0.5	16	0.9	10	24	0.9	0.8	1	49
CC1CCCCN1c1nnc(NC(=O)Cn2c(=O)oc3ccccc32)s1 (stereo unspecified)
 : -8	0.9	1	0.9	-9	62*	1	0.4	1.1	6
O=C(CNc1ccc2c(c1)OCO2)N/N=C\c1ccccc1Cl
 : -1	0.9	-9	0.8	0	26	0.5	0.7	1	10
CCOC(=O)CSc1ncc(-c2ccccc2)cn1
 : 1	0.9	-3	1	-6	11	1	0.9	1	8
O=C(NCCc1c[nH]c2ccccc12)C(=O)NCC1OCCN1S(=O)(=O)c1ccc(Cl)cc1 (stereo unspecified)
 : 0	1.1	54*	0.9	4	17	1	0.8	1	-6
CN1C(=O)C(N=Nc2ccccc2C(=O)O)N(C)C1=S (stereo unspecified)
 : 21	0.9	2	1	23	7	1.1	0.9	0.8	13
CCN(CC)S(=O)(=O)c1ccc(N2C(=O)Nc3ccccc3N2O)cc1
 : 0	0.9	-5	1	-9	14	1.1	0.9	1	12
CCOc1ccccc1C1CC(c2ccccc2)Nc2nc(N)nn21 (stereo unspecified)
 : 0	1.1	-1	1.1	-9	-4	1.1	1	1	-10
COc1ccccc1CNc1cc(-c2ccccc2)ccc1OC
 : -3	1	36	0.8	-22	19	0.9	0.8	1	-4
Cc1cccc(N2CCN(CC(=O)Nc3ccc(-n4cnnn4)cc3)CC2)c1C
 : 0	1.1	-2	1	-6	4	0.9	1	1	-9
O=C(NCCCN1CCOCC1)C(C(=O)NCCCN1CCOCC1)c1ncc(C(F)(F)F)cc1Cl
 : -4	1	-1	1	-54	-6	1	1.1	1	0
Cn1c(=O)c2c3c(sc2n2c(SCC(=O)c4ccccc4)nnc12)COC(C)(C)C3
 : 0	1	.	0.9	2	20	0.9	0.8	1	-1
CC(=O)c1ccc(OCC(=O)NC2CCS(=O)(=O)C2)cc1 (stereo unspecified)
 : 3	1	-2	1	-5	9	1	0.9	1	2
O=C1N(Cc2cccnc2)C[C@@H]2C[C@@H](c3cccc(OC4CCCC4)c3)N3CCC[C@@]123
 : -4	1.1	3	0.9	-8	16	0.9	0.8	1	-13
O=C(c1ccc(Cn2cc(Cl)cn2)o1)N1CCN(Cc2ccc3c(c2)OCO3)CC1
 : -3	1.1	15	1.1	-8	-3	1	1	1	-5
Cc1sc2ncnc(SCC(=O)NC(C)(C)C)c2c1C
 : 1	1	16	0.9	-4	8	1	0.9	1	-1
Cc1cc(NC(=NC2CC2)c2ccccc2)n(-c2ccccc2)n1
 : -1	1	-2	1.1	-2	9	1	0.9	1	1
COc1cc2c(cc1OC)C1=C(C#N)CCC(=NC(=O)c3ccco3)N1CC2
 : -2	0.9	-11	1.1	-8	-6	1	1.1	1	5
CCOC(=O)N1CCN(C(=S)Nc2ccccc2C(C)C)CC1
 : -6	0.9	7	1.1	-15	8	1	0.9	1.1	6
O=C(CSc1nc2ncccc2[nH]1)NCc1ccccc1
 : -5	1.4	-3	1	17	13	1	0.9	1.1	-35
CC(=O)Nc1cccc(C(=O)OCC(=O)NCc2ccc(F)cc2)c1
 : -8	1	3	1.1	-19	6	1.1	0.9	1.1	-4
Cc1ccccc1-c1nc(CN2CCC(C(=O)NCc3ccco3)CC2)c(C)o1
 : 0	1.2	-5	0.9	-9	9	0.9	0.9	1	-23
Cc1cc([N+](=O)[O-])nn1CCCC(=O)Nc1cccnc1Cl
 : -1	1	-7	1	-9	9	1	0.9	1	0
O=C(c1cnn(-c2ccccc2)c1)c1ccc2ccccc2c1O
 : 3	1	-4	0.9	-4	11	0.8	0.9	1	-3
CCOc1ccccc1/C=N/NC(=O)c1ccc(Cn2cc([N+](=O)[O-])cn2)o1
 : 0	0.9	-6	0.8	-5	14	0.9	0.9	1	9
Cc1nn(CC(=O)Nc2ccc(S(=O)(=O)N(C)C)cc2)c(C)c1[N+](=O)[O-]
 : 3	0.9	0	1	22	15	1.1	0.9	1	8
O=C(Nc1ccccc1)C1=C[C@H](c2ccccc2)C[C@H](OCc2ccc(CO)cc2)O1
 : -3	1	36	0.9	-6	13	0.9	0.9	1	-5
CC1CCCN(C(=O)C2(NC(=O)Nc3cccc(F)c3)CCCCC2)C1 (stereo unspecified)
 : -13	1.6	6	1.1	-152	8	1.1	0.9	1.1	-61
C(#CCN1CCOCC1)COCCCOC(c1ccccc1)c1ccccc1
 : -6	1	0	1.1	-3	5	1.1	1	1.1	0
COC(=O)c1ccccc1NC(=O)C1CCN(C(=O)c2ccc(OC)cc2)CC1
 : -2	1.1	-9	1	-12	10	1.1	0.9	1	-6
COC(=O)c1ccc(N2C(=O)CC(N3CCOCC3)C2=O)cc1 (stereo unspecified)
 : -4	1	-6	1	-9	15	1	0.8	1	3
CCN(CC)S(=O)(=O)c1cc(OC)c(Cl)cc1Cl
 : 0	1	2	0.9	1	7	1	0.9	1	-4
CCC(NC(=O)OC(C)(C)C)C(=O)Oc1ccc2c3c(c(=O)oc2c1)CCC3 (stereo unspecified)
 : -7	0.8	-12	1	-14	16	1	0.8	1.1	16
Cc1ccc(-c2nc3ccsc3c(=O)o2)cc1
 : -1	1	39	0.9	-2	12	0.8	0.9	1	2
O=C(NCCCN1CCCC1=O)c1ccc(OC(F)(F)F)cc1
 : -2	1	-5	1	-7	4	1	1	1	3
O=C(NCCOc1ccccc1F)c1ccccc1SCc1ccc(F)cc1
 : 0	1	54*	1	-6	12	1	0.9	1	0
COC(=O)c1ccc(C(=O)OC)c(NC(=O)Nc2ccc3c(c2)OCO3)c1
 : 1	0.9	-2	0.9	-6	11	0.9	0.9	1	10
COc1ccc(NC(=O)NCc2ccco2)c(OC)c1
 : -6	0.9	2	1	-13	4	1.1	1	1.1	10
COCCn1nnnc1C(c1ccc(OC)c(OC)c1)N1CCN(c2nc3ccccc3s2)CC1 (stereo unspecified)
 : -3	1.1	83*	0.9	-10	11	1	0.9	1	-8
CC(C)N(C(=O)c1ccc(C(=O)Nc2ccc([N+](=O)[O-])cc2)cc1)C(C)C
 : -2	1.1	4	1.1	-8	-6	1	1.1	1	-10
O=C(CCc1ccccc1)NC(=S)Nc1ccccc1Br
 : -4	0.9	22	0.8	-15	22	0.9	0.8	1	8
COc1ccc(C(C(=O)NC2CCCCC2)N(Cc2cccs2)C(=O)Cc2c[nH]c3ccccc23)cc1OC (stereo unspecified)
 : -7	1	4	0.9	1	10	1	0.9	1.1	5
O=C(NCCc1nnc2ccc(NCc3ccc(F)cc3)nn12)c1ccccc1
 : -5	0.9	-5	1.1	-9	1	1	1	1	6
Cc1cccc(C(=O)O/N=C/c2c(N3CCOCC3)n(C)c3ccccc23)c1
 : -6	1	99*	0.9	-10	17	0.9	0.8	1.1	0
Cc1nc2nc[nH]n2c(=O)c1NS(C)(=O)=O
 : -6	0.9	4	0.9	-10	18	0.9	0.8	1.1	10
COc1ccc(O[C@H]2C=C[C@@H](c3ccccc3)O[C@@H]2COC(=O)CC/C(C)=N/O[C@@H](C)c2cn([C@H](CO)Cc3ccccc3)nn2)cc1
 : -8	0.9	-1	0.9	-12	25	0.8	0.8	1.1	12
Cc1ccc(S(=O)(=O)Nc2cccc(C(=O)Nc3cc(C)ccn3)c2)cc1
 : 2	1	19	1	-4	7	1	0.9	1	4
Cc1[nH]c2ccccc2c1CN1CCC(Cc2ccccc2)CC1
 : -4	1.2	100*	1.1	-4	-12	1.2	1.1	1	-17

Limited to PMI act and Diaphorase inh, for 2 of the compounds above:
| mol | PMI act | Diaphorase inh |
| --- | --- | --- |
| COC(=O)c1ccccc1NC(=O)C1CCN(C(=O)c2ccc(OC)cc2)CC1 | 1 | 10 |
| COC(=O)c1ccc(N2C(=O)CC(N3CCOCC3)C2=O)cc1 (stereo unspecified) | 1 | 15 |

Single values from the list.
Under bIAP activator, `Cc1ccccc1-c1nc(CN2CCC(C(=O)NCc3ccco3)CC2)c(C)o1` shows 1.2
Under Diaphorase inh, `COc1ccc(C(C(=O)NC2CCCCC2)N(Cc2cccs2)C(=O)Cc2c[nH]c3ccccc23)cc1OC` (stereo unspecified) shows 10
Under TNAP act hi DEA, `CCN(CC)S(=O)(=O)c1cc(OC)c(Cl)cc1Cl` shows 1
Under PMI act satM6P, `CC1CCCN(C(=O)C2(NC(=O)Nc3cccc(F)c3)CCCCC2)C1` (stereo unspecified) shows 1.1

Source: PubChem BioAssay (several laboratories)
